Lipid storage S3 = qHTS Assay for Lipid Storage Modulators in Drosophila S3 Cells | Drosophila S3 cells, BODIPY lipid droplet fluorescence, 18-24 h; cells fed with added oleic acid | Potency in µM for hits, for the others lipid storage change, negative = inhibition, % at the top dose, mostly 46.1 µM | 0.64% of 320,000 active | AID 2685; active = well fitted inhibition curve with a large enough effect in the signal ratio, with a control signal flat, not every such curve was filed as active; inconclusive = small, poorly fitted or top-dose-only effect, or effect the other way, or a change in a side signal; the % refers to the signal ratio
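Drosophila S3 cells got compounds at several concentrations plus oleic acid (400 uM solution). Laser-scanning cytometry with 488 nm excitation read lipid droplets at 500-530 nm and cells at 575-640 nm. Percent activity was relative to 20 uM Triacsin C.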
Lipid storage S3 cell count max = also measured in Lipid storage S3; calls as there; cell number change, %; measured here: cell count max response;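 cells counted by Cell Tracker Red CMTPX staining in the red channel; peak over a dose series mostly up to 46.1 µM; percent activity relative to internal control wells on each plate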
* hit, by the source's call; i = inactive; ? = inconclusive; · = not tested or not shown. % is set by controls: 0 for no effect and ±100 for the full control effect; potency is the fitted concentration of half-maximal effect. Only part of the results is shown, so the mix of outcomes need not match the whole.

SMILES	Lipid storage S3	Lipid storage S3 cell count max
COc1ccc(C2=NS(=O)(=O)N(C)C(C(=O)NC3CCCCC3)=C2)cc1	?	·
COc1cc(NC(=O)c2cc(C)no2)cc(OC)c1OC	i	20
Nc1cc(OC(=O)c2cccs2)nn1S(=O)(=O)c1ccccc1	?	·
NC(=O)CC1SC(N)=NC1=O (stereo not given)	i	·
CN(c1ccc(Br)cc1)S(=O)(=O)c1ccc2[nH]cc(C(=O)NCCN3CCOCC3)c(=O)c2c1	?	·
COc1ccc(NC(C)=O)cc1S(=O)(=O)Nc1ccccc1C(=O)NCCc1ccccc1	i	·
COc1c(Cl)cnn(-c2ccccc2)c1=O	6%	-3
CCN(C(=O)Cc1cccs1)c1nnc(-c2cc(OC)c(OC)c(OC)c2)s1	i	-10
CN(C)S(=O)(=O)c1cc(NC(=O)c2cc(=O)c3ccccc3o2)ccc1Cl	i	-8
COc1ccc(C)cc1-n1nnnc1SCc1nc2ccccc2c(=O)[nH]1	?	·
O=S(=O)(NCc1ccc(F)cc1)c1cc(Br)ccc1Br	?	·
Cc1ccc(N(Cc2ccco2)C(=O)c2cccc(S(=O)(=O)N(C)C)c2)cc1	i	8
O=C(CSc1nc2ccccc2[nH]1)N1CCCCC1	i	1
Cc1ccc(F)cc1NCC(=O)Nc1ccc(Cl)cc1F	-8%	-15
NS(=O)(=O)c1ccc(CCNC(=O)COC(=O)Cc2c(F)cccc2Cl)cc1	?	·
CCOC(=O)Cc1csc(NC(=O)c2c(O)c3ccccc3n(C)c2=O)n1	?	·
CCC(C)CCN1CCN=C1Nc1ccccc1 (stereo not given)	?	·
Cc1c(NC(=S)NC(=O)c2cccc([N+](=O)[O-])c2)c(=O)n(-c2ccccc2)n1C	14%	-5
Cc1ccccc1CCN(C(=O)c1csnn1)C(C(=O)NC1CCCC1)c1ccncc1 (stereo not given)	?	·
O=C(O)CCC(=O)Nc1ccccc1Oc1ccccc1	?	·
CC(=O)c1c(C(C)=O)c(C)n(-c2cccc([N+](=O)[O-])c2)c1C	?	·
Cc1n[nH]c(=S)n1/N=C/c1ccc(Br)o1	?	·
c1cncc(Nc2nc(-c3cccnc3)cs2)c1	?	·
COc1ccc(CNC(=O)C2CCC(CNc3c(N4CCOCC4)c(=O)c3=O)CC2)cc1 (stereo not given)	-12%	-2
CCN(CC)CCNC(=O)C(=O)NCC1OCCN1S(=O)(=O)c1ccc([N+](=O)[O-])cc1 (stereo not given)	13%	11
CCOC(=O)CN(C(=O)CSc1nnc(CNc2ccc(F)cc2)n1CC)c1ccc(F)cc1	?	·
Cc1ccc(-n2nc(C)c(NC(=O)COC(=O)c3ccccc3NCCO)c2C)cc1	?	·
O=C(CSc1n[nH]c(-c2ccccc2)n1)Nc1ccc(F)cc1F	?	·
CCCN1CCN(CCCNC(=O)C2CCN(c3nnc(-n4c(C)ccc4C)s3)CC2)CC1	i	·
Cc1cccc(-n2cnc3cc(C(=O)N4CCCCC4)ccc32)c1	?	·
CC1CCc2c(nc3ncnn3c2N2CCN(c3ccccc3)CC2)C1 (stereo not given)	?	·
O=C1c2ccccc2S(=O)(=O)N1Cc1c(F)cccc1Cl	i	21
CCOC(=O)CCNC(=O)Nc1ccc2nc(C)n(Cc3cccc(Cl)c3)c(=O)c2c1	?	·
Cc1nn(-c2ccc(F)cc2)c(C)c1CN1CCN(CCc2ccccc2)C(CCO)C1 (stereo not given)	-1%	2
O=C(NC(=S)NC1CCSC1=O)c1cccc([N+](=O)[O-])c1 (stereo not given)	18%	-1
CC1(C)CC(=O)C2=C(C1)OC(N)=C(C#N)C2c1ccc2c(c1)OCO2 (stereo not given)	-3%	-4
COc1ccc(CNC(=O)c2cccc(NC3=NC4CS(=O)(=O)CC4S3)c2)cc1 (stereo not given)	?	·
CC(NC(=O)Cn1cccc1C(=O)c1ccccc1)c1ccccc1 (stereo not given)	i	·
Cc1ccc(C2CC(c3ccccc3)n3ncnc3N2)cc1 (stereo not given)	i	·
CCOC(=O)c1c(N)sc(C(=O)N(CC)CC)c1C	?	·
Cn1cc(/C=N/NC(=O)c2ccc(C#N)cc2F)c2ccccc21	?	·
Cc1ccccc1C(=O)Nc1ccc(C(=O)N/N=C/c2ccc(F)cc2)cc1	-8%	2
COc1ccc2[nH]c(C)c(CCN(Cc3cccs3)C(=S)Nc3ccccc3)c2c1	?	·
CCCn1cc(S(=O)(=O)c2ccccc2)c(=O)c2cc(F)c(N3CCN(C)CC3)cc21	?	·
O=C(N/C(=C\c1ccc2c(c1)OCO2)C(=O)N1CCOCC1)c1cccs1	?	·
Cc1c(OCC(=O)NCCCN2CCOCC2)ccc2c3c(c(=O)oc12)CCC3	i	-21
Cc1no[n+]([O-])c1COc1ccc(/C=C(\C#N)C(N)=O)cc1	1%	2
O=C(COC(=O)c1nc(Cl)ccc1Cl)c1ccc(Cl)s1	4%	-10
Cc1cccc(-n2nnnc2SCC(=O)N(CC(C)C)c2c(N)n(CC(C)C)c(=O)[nH]c2=O)c1	?	·
Cc1ccc(CSc2nn3c(=O)c(C)nnc3s2)cc1	8%	-12
COc1ccc(NC(=O)Nc2nnc(N3CCC(C)CC3)s2)cc1OC	?	·
Cc1[nH]c2ccccc2c1C(=O)COC(=O)CCS(=O)(=O)c1ccccc1Cl	-22%	0
CN(C)c1ccc(S(=O)(=O)N2CCCCC2)cc1NC(=O)C1CSC2(C)CCC(=O)N12 (stereo not given)	?	·
Cc1ccc(CNC(=O)c2ccc[nH]2)cc1	?	·
COc1ccc(C2C(C(C)=O)=C(O)C(=O)N2c2ccc(O)cc2)cc1 (stereo not given)	?	·
COc1cc(OC)c(OC)cc1/C=N/n1c(-c2n[nH]c3c2CCC3)n[nH]c1=S	6%	7
Cc1ccc(CNC(=O)CSc2nc3c(sc4ccccc43)c(=O)n2CCCN2CCCC2)cc1	-6%	2
CCCN(CCC)C(=O)Cn1c(=O)n(CCC(=O)NCCc2ccccc2)c(=O)c2ccccc21	?	·
Cc1ccc(C2/C(=C(\O)c3ccc4c(c3)OCCO4)C(=O)C(=O)N2CC2CCCO2)cc1 (stereo not given)	i	12
CC(C)COc1cccc(C(=O)N(CC(=O)Nc2ccccc2C(F)(F)F)Cc2ccco2)c1	?	·
The results go on.
SMILES	Lipid storage S3	Lipid storage S3 cell count max
CCO[C@@H]1OC(C(=O)N2CCOCC2)=C[C@H](c2cn(C(C)=O)c3ccccc23)[C@H]1CCCO	12%	10
COc1ccc(NC(=O)n2ncc3c(C)cccc32)cc1	25%	14
Cc1ccc2cc(CN(CCO)Cc3nnnn3Cc3ccc(F)cc3)c(=O)[nH]c2c1	-7%	-9
CCN(CC)S(=O)(=O)c1cccc(C(=O)Oc2cccc(NC(=O)c3cccs3)c2)c1	?	·
CCCC1(c2ccccc2)NC(=O)N(CC(=O)Nc2sc(-c3ccccc3)cc2C(=O)OCC)C1=O (stereo not given)	?	·
Cc1ccc2nc3c(c(Nc4ccc(O)cc4)c2c1)CCC3	?	·
O=[n+]1cc(-c2ccc(Cl)cc2)n([O-])c2c1CCC2	0%	21
Cc1ccc(C(C(=O)NC2CCCCC2)N(C(=O)Cc2c[nH]c3ccccc23)c2ccccc2)o1 (stereo not given)	?	·
CN(CC(=O)Nc1cccnc1)S(=O)(=O)c1cc(Cl)ccc1Cl	i	-15
COc1ccc(C2CC(C(F)(F)F)n3ncc(C(=O)Nc4cccc(O)c4)c3N2)cc1OC (stereo not given)	-2%	-24
Cn1cc(CCCC(=O)NCc2ccc(F)cc2)c2ccccc21	?	·
COc1cccc(/C=N/n2c(-c3ccco3)nc3ccccc3c2=O)c1	?	·
COc1ccc(NC(=O)Nc2ccncc2)c(OC)c1	12%	8
O=C1C=C(c2ccc(OC(F)(F)F)cc2)C[C@@H](c2ccc(F)cc2)C1	i	-17
Cc1cccc(N(Cc2nnc3n2CCCCC3)C(=O)Nc2ccccc2)c1	-5%	-25
O=C(NCC(c1cccs1)N1CCOCC1)c1ccco1 (stereo not given)	?	·
COc1ccccc1C(=O)NCC(=O)OCc1ccc(Br)cc1	0%	7
COc1ccc(S(=O)(=O)NCCc2ccco2)cc1OC	?	·
N#CCCOC1(C#CCN2CCCC2)CCCCC1	?	·
COc1ccc(NC(=O)c2ccccc2NC(=O)CSc2ccc(Cl)cc2)cc1	i	·
CCCCC(=O)Nc1ncc(S(=O)(=O)c2ccc([N+](=O)[O-])cc2)s1	-2%	-21
CN(C)c1ccc(/C=C/c2c([N+](=O)[O-])c(=O)n(C)c(=O)n2C)cc1	?	·
CC(=O)c1c(C(C)=O)c(C)n(-c2ccc3ncccc3c2)c1C	2%	11
COc1cccc(-c2ccc3nnc(SCC(=O)N4CCOCC4)n3n2)c1	?	·
Oc1ccc(-c2nc3ncccn3c2Nc2ccc3c(c2)OCCO3)cc1	?	·
COC(=O)[C@@]1(Cc2ccc(OC)cc2)[C@H]2c3cc(C(=O)N(C)C)n(Cc4ccc(OC(F)(F)F)cc4)c3C[C@H]2CN1C(=O)c1ccccc1	-1%	-20
Cn1cccc1C(=O)NS(=O)(=O)c1ccccc1Cl	-6%	5
CN(c1ccc(C(=O)NCc2ccncc2)cc1)S(C)(=O)=O	i	·
O=C(COC(=O)C1CC1)Nc1ccc(OC(F)F)cc1	?	·
CNC(=O)NC(=O)COC(=O)c1cccc(S(=O)(=O)N2CC3(C)CC2CC(C)(C)C3)c1 (stereo not given)	-9%	-6
CCOc1ccc(N2C(=O)CC(N3CCN(c4ccc(F)cc4)CC3)C2=O)cc1 (stereo not given)	?	·
COCC(=O)N(Cc1cc2cccc(C)c2[nH]c1=O)c1ccccc1	?	·
Cc1ccccc1OC1C(=O)N(CC2CCCO2)C1c1ccc2c(c1)OCO2 (stereo not given)	?	·
CC(C)(C)C(=O)/C(=C\c1ccc([N+](=O)[O-])cc1)n1cncn1	?	·
COc1ccc(-c2nc3ccc([N+](=O)[O-])cc3o2)cc1	17%	-19
OCCC#Cc1c(-c2ccsc2)sc2ccccc12	?	·
O=[N+]([O-])c1ccc(S(=O)(=O)NCC(c2cccnc2)N2CCc3ccccc3C2)cc1 (stereo not given)	?	·
Cc1cccc(NC(=O)CSc2nnc(-c3ccco3)o2)c1	?	·
COc1ccc(C(=O)NNC(=O)CSc2nnc(-c3cccnc3)n2C)cc1	?	·
CCC(=O)N1CCN(CCN=CC2=C(O)CC(C)(C)CC2=O)CC1	?	·
Cc1c2n(c3ccccc13)CCC2=O	10%	-3
CC(=O)Nc1ccc2oc(C)nc2c1	?	·
O=C(CNC(=O)c1ccccc1F)N/N=C/c1cc(Br)ccc1OCc1ccccc1	-1%	-13
C/C(=N\NC(=O)c1ccc(CN2CCc3ccccc3C2)cc1)c1ccccc1O	5%	-4
Cc1oc(CC(C)C)cc1C(=O)Nc1cccc2ccccc12	?	·
Brc1ccc(-c2nnc(-c3ccccc3Br)o2)cc1	15%	·
Cc1ccc(C(=O)Nc2cccc(C(=O)O)c2)cc1S(=O)(=O)N1CCOCC1	?	·
COc1cc(/C=C/C(=O)O)cc(S(=O)(=O)NC2CCCC2)c1OC	12%	27

At a glance, part of the list above.
SMILES	Lipid storage S3	Lipid storage S3 cell count max
O=[N+]([O-])c1ccc(S(=O)(=O)NCC(c2cccnc2)N2CCc3ccccc3C2)cc1 (stereo not given)	?	·
Cc1cccc(NC(=O)CSc2nnc(-c3ccco3)o2)c1	?	·
COc1ccc(C(=O)NNC(=O)CSc2nnc(-c3cccnc3)n2C)cc1	?	·
CCC(=O)N1CCN(CCN=CC2=C(O)CC(C)(C)CC2=O)CC1	?	·
Cc1c2n(c3ccccc13)CCC2=O	10%	-3
CC(=O)Nc1ccc2oc(C)nc2c1	?	·

Later entries.
SMILES	Lipid storage S3	Lipid storage S3 cell count max
C=CCN(Cc1ccc(Cl)s1)C(=O)c1cc(S(=O)(=O)N2CCOCC2)ccc1F	?	·
Cc1ccc(C)c(NC(=O)COC(=O)Cn2c(C)csc2=O)c1	i	·
CCOC(=O)c1cc(C)n(-c2c(C)n(C)n(-c3ccccc3)c2=O)c1C	?	·
CC(C)(C)OC(=O)NCCCC[C@@H](C(=O)N1CCN(C(=O)OC(C)(C)C)CC1)n1cc(C(CO)NC(=O)OC(C)(C)C)nn1 (stereo not given in full)	?	·
Cc1cc(=O)c2ccc(C(F)(F)F)cc2[nH]1	-23%	-19
Cc1cc(C(=O)N2CCCC(Nc3ccc(F)cc3)C2)c(C)o1 (stereo not given)	12%	6
COc1cc(OC)cc(-c2c(-c3cccs3)c3cc(-c4ccc(OC)c(F)c4)ccc3n2C)c1	8%	17
N#C/C(=C\C1CC=CCC1)c1nc2ccccc2[nH]1 (stereo not given)	?	·
CCC(=O)n1nc(-c2cccnc2)nc1NCc1cccs1	4%	13
C(=N\Nc1nnnn1-c1ccccc1)/c1ccncc1	?	·
COc1ccc(S(=O)(=O)N(CC(C)C)CC(C)C)c2cccnc12	?	·
Cc1cccc(NC(=S)N/N=C/c2c[nH]c3ccccc23)c1	?	·

Given with each value named: part of the list above.
COc1cc(OC)cc(-c2c(-c3cccs3)c3cc(-c4ccc(OC)c(F)c4)ccc3n2C)c1
  Lipid storage S3: 8%; Lipid storage S3 cell count max: 17

N#C/C(=C\C1CC=CCC1)c1nc2ccccc2[nH]1 (stereo not given)
  Lipid storage S3: ?; Lipid storage S3 cell count max: ·

CCC(=O)n1nc(-c2cccnc2)nc1NCc1cccs1
  Lipid storage S3: 4%; Lipid storage S3 cell count max: 13

C(=N\Nc1nnnn1-c1ccccc1)/c1ccncc1
  Lipid storage S3: ?; Lipid storage S3 cell count max: ·

Screening data (PubChem)
